VEEV TC-83 Vero: inhibitors of VEEV TC-83 cytopathic effect, confirmation, Vero cells (AID 588727) | actives 0.13% (n = 350,000) | one-dose inhibition, % at 20 µM; IC50 in µM for titrated hits | Vero cells, VEEV TC-83 cytopathic effect inhibition; higher % means a stronger effect; in the data active = a potency from the dose series; also: strong numbers were not always called active
Numbers without * were called inactive; i = inactive. An excerpt. The share of hits here may be higher or lower than overall.

SMILES	VEEV TC-83 Vero
CCCCCCn1c(=O)n2n(c1=O)C[C@]1(OC(=O)NCc3ccccc3F)CN(S(=O)(=O)c3ccc(C)cc3)C[C@]1(O)C2	i
C[C@@H]1CN([C@H](C)CO)S(=O)(=O)c2ccc(Br)cc2O[C@H]1CN(C)C(=O)Nc1ccccc1	2.0%
O=C(COC(=O)c1c(F)cccc1F)NC(=O)NCc1ccccc1	0.8%
COc1ccc(C2CC(c3cccs3)=NN2C(=O)CCCC(=O)O)cc1OC (stereo unspecified)	0.1%
N#CCC(=O)Nc1ccc(C(=O)Nc2cccc(S(=O)(=O)N3CCCC3)c2)cc1	i
COc1ccc(NC(=O)N(C)C[C@H]2Oc3cc(Br)ccc3S(=O)(=O)N([C@H](C)CO)C[C@@H]2C)cc1	79%
CC1C(=O)N(Cc2cn(Cc3ccco3)nn2)CCS(=O)(=O)N1Cc1ccc(-c2ccc(Cl)c(Cl)c2)cc1 (stereo unspecified)	8.2%
COc1ccccc1-c1ccc([C@@H]2C[C@H]3[C@H](CON3C)CN2C(=O)c2ccc(-c3ccccc3)cc2)cc1	3.5%
Cn1cnc2ncnn2c1=S	0.0%
Cc1noc(C)c1NC(=O)N(C)C[C@@H]1OCc2cn(nn2)CCCC(=O)N([C@H](C)CO)C[C@H]1C	1.2%
CCOC(=O)N1Cc2cc3ccccc3nc2C1	i
O=C(c1cc(C2CC2)nn1-c1ccccc1)N1CCN(S(=O)(=O)c2ccccc2F)CC1	1.3%
Cc1ccc(-n2c(=S)[nH]c3ccccc3c2=O)cc1F	2.5%
Cc1cc(S(=O)(=O)Nc2ncnc3sccc23)ccc1F	0.8%
Cc1ccc(NC(=O)CN(C)C(=O)COc2ccc(Br)cc2)cc1	i
CN(C)CCN(C(=O)c1ccc2ccccc2c1)c1nc2cc3c(cc2s1)OCO3	2.1%
COC(=O)[C@H]1C[C@H](OC(=O)NC2CCCC2)[C@@]2(O)CN(S(=O)(=O)c3ccc(C)cc3)CC2[C@H]1C(=O)OC (stereo partly specified)	0.2%
COc1ccc(N2CCN(CC(=O)Nc3c(C)cccc3C)CC2)cc1	i
Cc1onc(-c2ccccc2Cl)c1C(=O)O/N=C(\N)c1cccc([N+](=O)[O-])c1	7.1%
Cn1ccn(CCCCCCn2ccn(C)c2=S)c1=S	i
COc1ccc(NC(=O)Nc2ccc3c(c2)C(=O)N([C@H](C)CO)C[C@H](C)[C@H](CN(C)Cc2ccc(C(=O)O)cc2)OCCCC[C@@H](C)O3)cc1	i
COc1ccc([C@H]2C[C@@H](O)[C@H](n3cc(C4CC4)nn3)CN2C(=O)c2cccs2)cc1	i
CC1=C(O)C(=O)C(c2c(C)cc(C)c(Br)c2C)=C(O)C1=O	2.5%
O=C(O)c1c[nH]n2c(=S)ncnc12	1.9%
C[C@@H]1CN([C@H](C)CO)C(=O)CCCn2nncc2CO[C@H]1CN(C)S(=O)(=O)c1ccc(Oc2ccccc2)cc1	2.5%
CC(C)N1C(=O)C(=O)N(CC(=O)N2c3ccccc3CC2C)C1=O (stereo unspecified)	0.1%
CCCCOCCOC(=O)C1OC1(C)c1ccccc1 (stereo unspecified)	1.2%
CCN(CC)c1ccc(C(NC(=O)C(C)C)c2ccc3cccnc3c2O)cc1 (stereo unspecified)	9.2%
Cc1ccccc1-c1ccc2c(c1)O[C@H](CN(C)C(=O)C1CC1)[C@@H](C)CN([C@@H](C)CO)S2(=O)=O	5.1%
O=C1CCCCC1C1(O)C(=O)Nc2ccccc21 (stereo unspecified)	1.7%
CSc1ccc(/C=C/C(=O)OCC(=O)NC2CCCCCC2)cc1	0.9%
COc1cccc(NC(=O)N(C)C[C@@H]2OCc3cn(nn3)CCCC(=O)N([C@H](C)CO)C[C@H]2C)c1	1.1%
Cc1cc(C(=O)Nc2cccc3ccccc23)oc1C	1.6%
COc1ccccc1-c1nnc(NC(=O)C2CCCN2S(=O)(=O)c2cccs2)o1 (stereo unspecified)	i
CC1(C)CC(=O)C=C(c2ccc(-c3ccccc3)cc2)C1=O	2.3%
COc1cccc(C(=O)O)c1OS(=O)(=O)c1ccc(C)cc1	i
C[C@@H]1CN([C@H](C)CO)C(=O)c2c(c3ccccc3n2C)-c2ccccc2CO[C@H]1CN(C)C(=O)c1cc(Cl)cc(Cl)c1	2.5%
C[C@H](CO)NC(=O)c1[nH]cnc1C(=O)Nc1cccc(Cl)c1	i
Cc1cccc(NC(=O)C(=O)NCC2CCCN2S(=O)(=O)c2cccs2)c1 (stereo unspecified)	5.6%
COCOCCn1cc(CN2CCS(=O)(=O)N(Cc3ccc(-c4ccc(F)nc4)cc3)C(C)C2=O)nn1 (stereo unspecified)	1.9%
COc1ccc(CCNC(=O)C(=O)c2cn(CC(=O)N3CCCC3)c3ccccc23)cc1OC	0.5%
CSc1nc(N)c(C(=O)N(c2ccccc2)c2ccccc2)s1	1.9%
COc1ccc(C(=O)CC(C(=O)O)c2ccc3c(c2)OCO3)cc1OC (stereo unspecified)	0.3%
C=CCNC(=S)N1CCC2CC1c1c(Cl)cccc12 (stereo unspecified)	i
CN(C)CCNC(=O)C(=O)NCC1OCCN1S(=O)(=O)c1ccc(F)cc1 (stereo unspecified)	1.2%
CCOC(=O)CC1COCCN1C(=O)c1cc(COc2ccccc2SC)on1 (stereo unspecified)	1.9%
O=C(O)c1ccc(CSCc2ccccc2)o1	i
C[C@H]1CN([C@@H](C)CO)C(=O)c2cc(-c3cccc(C#N)c3)cnc2O[C@H]1CN(C)C(=O)c1ccccn1	0.5%
CC(CC(=O)c1ccccc1)=NCCCN=C(C)CC(=O)c1ccccc1	0.0%
C[C@H]1CN([C@@H](C)CO)C(=O)CCCn2nncc2CO[C@@H]1CN(C)C(=O)Cc1ccccc1	1.6%
O=C(NCCc1ccccc1)c1c[nH]c2ccccc2c1=O	11%
COc1cccc(NC(=O)N(C)C[C@H]2OCc3cn(nn3)CCCC(=O)N([C@@H](C)CO)C[C@@H]2C)c1	1.4%
CC1C(c2ccccc2)OCCN1C(=S)Nc1ccc(S(=O)(=O)N2CCCCC2)cc1 (stereo unspecified)	1.9%
CCOC(=O)C(C(=O)c1ccccc1)C(c1ccccc1)c1nccc2ccccc12 (stereo unspecified)	0.8%
Nc1ccn(CCCN2CCN(Cc3cccc4ccccc34)CC2)c(=O)n1	i
Cc1ccc(S(=O)(=O)N2CCCc3ccccc32)cc1	4.4%
O=C(COC(=O)/C=C/c1ccc(F)cc1)NC(=O)NCc1ccccc1	1.4%
COC(=O)CCN1CCC2CC1c1cc(N3CCCCC3)ccc12 (stereo unspecified)	0.8%
CC1(c2cccc(Br)c2)NC(=O)N(CC(=O)c2ccc3c(c2)OCO3)C1=O (stereo unspecified)	3.4%
COC(=O)CCC(C)C1CCC2C3C(OC(C)=O)CC4CC(O)CCC4(C)C3CC(O)C12C (stereo unspecified)	0.5%

Following part.
SMILES	VEEV TC-83 Vero
C[C@H]1CN([C@@H](C)CO)C(=O)c2cc(C3=CCCCC3)cnc2O[C@@H]1CN(C)C(=O)Cc1ccccc1	i
CCN(C(=O)CN1C(=O)S/C(=C\c2ccccc2Cl)C1=O)C1CCS(=O)(=O)C1 (stereo unspecified)	1.5%
Nc1c(CNCc2nnn(Cc3ccccc3)c2N)nnn1Cc1ccccc1	1.0%
CC(C)(C)c1nnc(NC(=O)CCC2CCCCC2)s1	2.4%
CCOC(=O)c1ccc(NC(=O)NC2=NCCS2)cc1	0.0%
C[C@@H]1CN([C@@H](C)CO)C(=O)CCCn2nncc2CO[C@H]1CN(C)S(=O)(=O)c1cccc(F)c1	i
C[C@@H]1CN([C@@H](C)CO)C(=O)c2cc(Br)cnc2O[C@H]1CN(C)C(=O)c1ccccc1F	0.8%
C[C@H](CO)N1C[C@H](C)[C@@H](CN(C)Cc2cccc(C(F)(F)F)c2)OCc2cnnn2CCCC1=O	0.9%
CC(=CCOc1ccc2ccc(=O)oc2c1)C1=CC(=O)C(C)(C)O1	13%
O=C(NCc1nnnn1-c1ccccc1)c1ccc2ccccc2c1	1.5%
COc1ccc(CC(=O)NNC(=S)NC(=O)c2cc(OC)c(OC)c(OC)c2)cc1	1.0%
CC(C)CC1C(=O)N(Cc2cn(CC3CCCCC3)nn2)CCS(=O)(=O)N1Cc1ccc(-c2ccc(F)nc2)cc1 (stereo unspecified)	36%
CCOC(=O)C1CC(=NO)c2ccc(OC)c(OC)c2C1 (stereo unspecified)	0.7%
COc1ccc(S(=O)(=O)N(C)C[C@H]2OCc3cn(nn3)CCCC(=O)N([C@H](C)CO)C[C@@H]2C)cc1	0.1%
Cc1ccc(-c2nn3c(-c4ccccc4)nnc3o2)cc1	i

An excerpt of these results, with bars between the fields:
structure | VEEV TC-83 Vero
Nc1c(CNCc2nnn(Cc3ccccc3)c2N)nnn1Cc1ccccc1 | 1.0%
CC(C)(C)c1nnc(NC(=O)CCC2CCCCC2)s1 | 2.4%
CCOC(=O)c1ccc(NC(=O)NC2=NCCS2)cc1 | 0.0%
C[C@@H]1CN([C@@H](C)CO)C(=O)CCCn2nncc2CO[C@H]1CN(C)S(=O)(=O)c1cccc(F)c1 | i
C[C@@H]1CN([C@@H](C)CO)C(=O)c2cc(Br)cnc2O[C@H]1CN(C)C(=O)c1ccccc1F | 0.8%
C[C@H](CO)N1C[C@H](C)[C@@H](CN(C)Cc2cccc(C(F)(F)F)c2)OCc2cnnn2CCCC1=O | 0.9%
CC(=CCOc1ccc2ccc(=O)oc2c1)C1=CC(=O)C(C)(C)O1 | 13%
O=C(NCc1nnnn1-c1ccccc1)c1ccc2ccccc2c1 | 1.5%
COc1ccc(CC(=O)NNC(=S)NC(=O)c2cc(OC)c(OC)c(OC)c2)cc1 | 1.0%
CC(C)CC1C(=O)N(Cc2cn(CC3CCCCC3)nn2)CCS(=O)(=O)N1Cc1ccc(-c2ccc(F)nc2)cc1 (stereo unspecified) | 36%
CCOC(=O)C1CC(=NO)c2ccc(OC)c(OC)c2C1 (stereo unspecified) | 0.7%
COc1ccc(S(=O)(=O)N(C)C[C@H]2OCc3cn(nn3)CCCC(=O)N([C@H](C)CO)C[C@@H]2C)cc1 | 0.1%
Cc1ccc(-c2nn3c(-c4ccccc4)nnc3o2)cc1 | i

Further records.
SMILES	VEEV TC-83 Vero
CC(C)c1cc(C(F)(F)F)nc(NNc2nc(C(C)C)cc(C(F)(F)F)n2)n1	0.9%
CC1C(=O)N(Cc2cn(CCC3OCCCO3)nn2)CCS(=O)(=O)N1Cc1ccc(-c2ccc(Cl)nc2)cc1 (stereo unspecified)	i
O=C(Nc1c(F)c(F)c(F)c(F)c1F)c1ccc(Br)o1	0.3%
C[C@@H]1CN([C@H](C)CO)C(=O)c2c(c3ccccc3n2C)-c2ccccc2CO[C@H]1CN(C)Cc1ccc(-c2ccccc2)cc1	0.8%
Cc1coc(=N)n1CC(=O)c1ccc(Cl)cc1	1.8%
CCCCCC(=O)N1C[C@@H](n2cc(C3CC3)nn2)[C@H](O)C[C@@H]1c1ccc(C)cc1	3.5%
C[C@H](CO)N1C[C@H](C)[C@H](CN(C)Cc2ccncc2)Oc2ncc(C#CC3CC3)cc2C1=O	0.4%
COc1ccc(NC(=O)N(C)C[C@@H]2OCc3cnnn3CCCC(=O)N([C@@H](C)CO)C[C@H]2C)cc1	0.1%
CC(C)CC1C(=O)N(Cc2cn(Cc3ccco3)nn2)CCS(=O)(=O)N1Cc1ccc(-c2cccc(CO)c2)cc1 (stereo unspecified)	6.8%
CCCCCCCCCC1(CC(=O)OCC)SCCN1C(N)=O (stereo unspecified)	4.2%
COC(=O)c1cn(C)c2ccc(S(=O)(=O)N(C)C3CCCCC3)cc2c1=O	i
Cc1ccc(Cc2c(-c3ccc(Cl)cc3)nc3ccc(Br)cn23)cc1	1.0%
Cc1cccc(NC(=O)c2ncn3c2C(=O)NC[C@H]3C)c1	0.7%
CN(CC(=O)Nc1ccc(Cl)c(Cl)c1)CC(=O)N1CCc2ccccc21	i
COc1ccc(CN(C)C(=O)c2cc(-c3ccccc3)nc3ccc(C)cc23)c(OC)c1	1.5%

Part of the list above in order of number of heavy atoms, high to low.
SMILES	VEEV TC-83 Vero
COc1ccc(NC(=O)N(C)C[C@@H]2OCc3cnnn3CCCC(=O)N([C@@H](C)CO)C[C@H]2C)cc1	0.1%
CCCCCC(=O)N1C[C@@H](n2cc(C3CC3)nn2)[C@H](O)C[C@@H]1c1ccc(C)cc1	3.5%
COC(=O)c1cn(C)c2ccc(S(=O)(=O)N(C)C3CCCCC3)cc2c1=O	i

Further entries
SMILES	VEEV TC-83 Vero
COc1ccc(C(=O)COC(=O)CCn2c(C)csc2=O)c(OC)c1	1.3%
C[C@@H]1CN([C@@H](C)CO)S(=O)(=O)c2ccc(Br)cc2O[C@H]1CN(C)Cc1ccccc1F	4.4%
C[C@@H]1CN([C@@H](C)CO)C(=O)c2ccccc2-c2ccccc2CO[C@@H]1CN(C)S(=O)(=O)c1ccc(C(F)(F)F)cc1	0.1%
O=C(c1ccco1)N1CCN(c2ncnc3scc(-c4ccc(Cl)cc4)c23)CC1	7.6%
C[C@@H]1CN([C@H](C)CO)C(=O)c2cc(-c3ccc(F)cc3)cnc2O[C@H]1CN(C)C(=O)c1ccc(F)cc1	2.5%
Cc1ccc2cccc(CC(=O)NN)c2c1	0.9%
CC(C)(C)Cc1c(-c2ccc(Br)cc2)nc2ccc(Cl)cn12	3.2%
COc1cc(C(=O)NCC(c2cccs2)N2CCOCC2)ccc1OCc1ccccc1 (stereo unspecified)	0.9%
CCC/C=C/c1ccc(CN2C(C)C(=O)N(Cc3cn(CC4CCCCC4)nn3)CCS2(=O)=O)cc1 (stereo unspecified)	1.3%
CC(=Cc1cccs1)C(=O)c1ccccc1	i
CN1CCN(C(=O)C(=O)c2cn(CC(=O)N3CCOCC3)c3ccccc23)CC1	2.4%
O=C(Nc1cccc(C(=O)O)c1)/C(=C\c1ccc2c(c1)OCO2)NC(=O)c1ccccc1Br	i
CCCn1c(N)c(N(CCOC)C(=O)COC(=O)COc2c(C)cc(C)cc2C)c(=O)[nH]c1=O	0.8%
COc1cccc(NC(=O)C2CCN(S(=O)(=O)c3ccc(N4CCCC4=O)cc3)CC2)c1	i
N#Cc1ccc(OCC(=O)Nc2nc(-c3ccccn3)cs2)cc1	6.1%
CSC[C@H]1CN(Cc2cccnc2)C(=O)[C@@H]1CC(=O)Nc1ccc(Br)cc1	i
CSc1ncnc2c1ncn2CCCNCC1CCCCC1	0.6%
Cc1ccc(NC(=O)COC(=O)CN2CCSC2=O)cc1Cl	i
Cc1cc(C)c(S(=O)(=O)c2ccc(F)cc2)c(C)c1	0.2%
Cc1cc(=O)n(Nc2ccccc2)c(O)c1C#N	0.2%
